Screening results deposited in PubChem BioAssay by several laboratories.
Pf gametocyte = kills late stage P. falciparum gametocytes; 0.065% of 150,000 active; P. falciparum stage V gametocytes, ATP luminescence, 24 h; AID 743093; inhibition, % at 10.9 µM;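 active = inhibition above the mean plus 3 SD of compounds within the control limits, set per campaign, cut at about 38% in these data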;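 note: 0% = DMSO wells and 100% = medium only without gametocytes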
HRas wt GTP = changes GTP binding to wildtype human HRas | P01112 | GTP binding activity, % at 10 µM | GST-Ras wt beads, Bodipy-FL-GTP binding, flow cytometry; actives lie on both sides | 0.14% of 190,000 active;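 active = GTP binding activity at least 20% away from the 100% baseline, either lowered as inhibitor or raised as activator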;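 note: 0% = unlabeled GTP competition control and 100% = no-compound control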
Target sequence (P01112 whole entry, looked up): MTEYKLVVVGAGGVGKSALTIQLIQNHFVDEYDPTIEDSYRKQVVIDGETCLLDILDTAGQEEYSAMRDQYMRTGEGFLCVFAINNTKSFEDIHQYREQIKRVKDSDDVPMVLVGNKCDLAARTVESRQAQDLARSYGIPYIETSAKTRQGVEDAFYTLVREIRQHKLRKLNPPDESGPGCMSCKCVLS
Mcl1-Bid inh = Mcl-1/Bid interaction inhibition. Q07820. TR-FRET Mcl-1/Bid-Dy647 peptide binding, 1536-well. inhibition, % at 21.7 µM. 0.97% of 220,000 active. AID 1021;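 active = compounds that cut the binding signal by more than half at the single screening dose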;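 note: His-tagged Mcl-1 with europium anti-His antibody binding Bid BH3 peptide; 0% = Mcl-1 plus peptide wells and 100% = peptide-only wells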
Target sequence (Q07820 whole entry, looked up): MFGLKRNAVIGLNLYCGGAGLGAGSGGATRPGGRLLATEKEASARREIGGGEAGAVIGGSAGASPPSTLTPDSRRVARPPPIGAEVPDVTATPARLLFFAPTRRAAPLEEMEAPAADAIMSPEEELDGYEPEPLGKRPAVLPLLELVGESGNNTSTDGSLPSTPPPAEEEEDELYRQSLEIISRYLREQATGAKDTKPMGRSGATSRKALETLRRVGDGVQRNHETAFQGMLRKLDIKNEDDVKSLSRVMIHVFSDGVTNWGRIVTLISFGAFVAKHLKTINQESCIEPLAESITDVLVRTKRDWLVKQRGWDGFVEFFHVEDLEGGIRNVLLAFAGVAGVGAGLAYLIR
Cdc42 wt = modulators (inhibitors or activators) of GTP binding to human Cdc42 wildtype. 0.2% of 190,000 active. P60953. GST-Cdc42 beads, Bodipy-GTP binding, flow cytometry; actives lie on both sides. percent activity (GTP binding), % at 10 µM;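 active = percent activity GTP binding at least 20 points away from the 100% baseline, either down as inhibitor or up as activator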;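 note: median bead fluorescence of bound Bodipy-FL-GTP at 100 nM; 0% = excess unlabeled GTP control and 100% = no compound control; below 100% means less GTP binding so inhibitor and above means activator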
Target sequence (P60953 whole entry, looked up): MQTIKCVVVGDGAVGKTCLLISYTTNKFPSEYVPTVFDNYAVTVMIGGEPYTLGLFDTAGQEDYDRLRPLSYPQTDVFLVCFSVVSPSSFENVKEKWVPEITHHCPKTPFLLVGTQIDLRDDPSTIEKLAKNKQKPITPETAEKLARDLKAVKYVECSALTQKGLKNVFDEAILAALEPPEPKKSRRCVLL
Rac1 wt GTP bind = human Rac1 wildtype GTP binding, inhibitors and activators; P63000; GST-Rac1 beads, fluorescent GTP binding, flow cytometry; actives lie on both sides; 0 = cold GTP competed, 100 = untreated; GTP binding activity (% of control), % at 10 µM; 0.27% of 190,000 active; AID 757;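 active = GTP binding activity at least 20 points away from the 100% control level, either lower or higher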
Rab2 wt GTP = changes GTP binding to wildtype dog Rab2A, up or down; P61105; GST-Rab2 wt beads, Bodipy-GTP binding, flow cytometry; GTP binding activity, % at 10 µM; 0.19% of 190,000 active; AID 760;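 active = GTP binding activity at least 20 points away from 100%, either lowered or raised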;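 note: 0% = beads with excess unlabeled GTP and 100% = no-compound control corrected for plate trend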
Rac1 act GTP bind = alters GTP binding to activated mutant human Rac1; GST-Rac1 activated beads, fluorescent GTP binding, flow cytometry; actives lie on both sides; 100% means binding = to untreated wells; percent activity (GTP binding), % at 10 µM; 0.11% of 190,000 active; P63000;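 active = GTP binding at least 20 percentage points away from the 100% baseline, in either direction, so actives lie on both sides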
Rab7 wt modul = dog Rab7 wildtype GTP binding, inhibitors and activators. GST-Rab7 beads, fluorescent GTP binding, flow cytometry; actives lie on both sides; untreated = 100%, excess cold GTP = 0%. GTP binding activity (percent of control), % at 10 µM. 0.055% of 190,000 active. AID 758;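 active = fluorescent GTP binding to Rab7 beads changed by at least 20 points from the 100% baseline, either direction, mostly lower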;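 note: median green fluorescence of bound Bodipy-FL-GTP per Rab7 bead population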
Mcl1-Noxa inh = disrupts binding of human Mcl-1 to Noxa peptide | Q07820 | TR-FRET Mcl-1/Noxa peptide binding, 2 h | inhibition, % at 21.7 µM | 1.5% of 220,000 active | AID 1022;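 active = compounds that cut the protein-peptide binding signal by more than 50% relative to plate controls in a single-dose test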;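 note: His-tagged Mcl-1 with rhodamine Noxa BH3 peptide and terbium anti-His antibody; 0% = Mcl-1 plus Noxa peptide wells and 100% = peptide-only wells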
Mcl-1 Bim block = inhibitors of Bim-Mcl-1 interaction, human; Q07820; Bead-based flow cytometry, Bim peptide-Mcl-1 binding; inhibition, % at 10 µM; 0.1% of 190,000 active; AID 1009; in the data active = inhibition above about 40%;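 note: 0% = no compound tracer wells and 100% = peptide blocker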
Avidin bead fluor = compound fluoresces at 488/530 nm on avidin beads; compound fluorescence 488/530 nm, flow cytometry; hits give high values; fluorescence (KMESF) at 10 µM; 0.38% of 220,000 active; AID 1775; in the data active = fluorescence above about 47; note: inactives centre near 10
* = called active by the depositor; nt = not tested or not shown.

1. O=C(Nc1ccccc1C(=O)NCc1ccccc1)c1ccccc1Br
2. CC(C)CC1=NN(C(=O)c2ccncc2)C(O)(C(F)(F)F)C1 (configuration not stated)
3. CN(CC(=O)NC1CCCCCCC1)S(=O)(=O)c1cccc2cccnc12
4. O=C(O)C1=C[C@H](c2ccc(C(F)(F)F)cc2)C[C@H](OCc2ccc(CO)cc2)O1
5. CC(C)CCN1CCN(Cc2cccn2-c2ccc(Cl)cn2)CC1CCO (configuration not stated)
6. S=C1NC2(CCCCC2)Cc2ccccc21
7. O=C(Nc1cccc(-c2nc3ncccc3o2)c1)c1cc2ccccc2o1
8. O=C1c2ccccc2N2C(=O)c3ccccc3[C@H]2N1c1ccccc1

compound no.,1,2,3,4,5,6,7,8
Pf gametocyte,-8,-12,nt,nt,-2,-2,nt,-1
HRas wt GTP,100,100,97,80,100,100,97,94
Mcl1-Bid inh,-49,-1,-20,-3,-25,-7,-1,-6
Cdc42 wt,101,100,98,74*,99,103,97,97
Rac1 wt GTP bind,102,103,101,77*,99,104,98,88
Rab2 wt GTP,102,99,98,76*,101,97,96,93
Rac1 act GTP bind,100,100,96,76*,95,98,99,93
Rab7 wt modul,99,101,100,90,105,96,97,94
Mcl1-Noxa inh,-5,5,6,-7,20,4,15,nt
Mcl-1 Bim block,-17,-3,-1,-2,-2,-4,0,-4
Avidin bead fluor,7,9,5,7,3,6,10,10

9. CCOc1cc(S(=O)(=O)N2CCN(c3ccc(F)cc3)CC2)c(OCC)cc1-n1cnnn1
10. CC1Cc2ccccc2N1C(=O)Cn1c(=O)oc2cc(S(=O)(=O)NC3CCCC3)ccc21 (configuration not stated)
11. O=C(O)CC(NC(=O)C12CC3CC(CC(C3)C1)C2)c1cccc([N+](=O)[O-])c1 (configuration not stated)
12. CCn1c2ccccc2c2nc3cc(S(=O)(=O)N4CCOCC4)ccc3nc21
13. CCOC(=O)CN(C(=O)CSc1nnc(Cc2ccccc2)n1-c1ccc(C)cc1)c1ccccc1
14. COc1ccc(CCN2C(=O)CC(NNC(=O)c3ccccc3Br)C2=O)cc1 (configuration not stated)
15. Cc1ccc2c(c1)Oc1ccc(NC(=O)CCl)cc1C(=O)N2
16. Cc1ccc2nc(C(O)C(O)c3nc4ccc(C)cc4[nH]3)[nH]c2c1 (configuration not stated)

compound no.,9,10,11,12,13,14,15,16
Pf gametocyte,nt,nt,-6,nt,nt,-6,-13,nt
HRas wt GTP,98,94,98,95,100,98,92,103
Mcl1-Bid inh,-37,-4,17,-22,-3,-14,-6,-57
Cdc42 wt,98,94,92,92,98,95,93,102
Rac1 wt GTP bind,103,95,94,87,103,96,93,101
Rab2 wt GTP,98,96,98,94,98,100,93,101
Rac1 act GTP bind,103,99,92,91,100,98,92,98
Rab7 wt modul,94,90,99,100,98,100,95,97
Mcl1-Noxa inh,8,-3,11,-23,11,-3,2,-13
Mcl-1 Bim block,-2,0,-1,-1,-4,-5,0,-2
Avidin bead fluor,16,3,11,4,30,26,24,35

17. Cn1c(CCNC(=O)C2CCCCC2)nc2cc(NC(=O)c3cccs3)ccc21
18. O=C(CSc1ccccc1)Nc1cc(Cl)ccc1Oc1ccccc1
19. COc1cccc(C(=O)Nc2cnn(C(C)C)c2)c1
20. CCC(C)(C)C1CCc2c(sc(N)c2C(N)=O)C1 (configuration not stated)
21. Cc1ccc(OCc2nnc(SCC(=O)Nc3cccc4ccccc34)n2-c2ccccc2)cc1
22. O=C(Nc1cccc(Cl)c1)Nc1ccccc1C(=O)NCc1ccco1
23. Cc1ccc(-c2nnc(Nc3ccccc3)c3ccccc23)cc1S(=O)(=O)NCC1CCCO1 (configuration not stated)
24. CCCOC(=O)C1=C(C)NC2=C(C(=O)CCC2)C1c1cccc(OC)c1OC (configuration not stated)

compound no.,17,18,19,20,21,22,23,24
Pf gametocyte,34,4,-4,-14,nt,-3,-19,nt
HRas wt GTP,90,95,99,100,99,100,95,105
Mcl1-Bid inh,-2,-12,-20,-38,6,-3,-16,-44
Cdc42 wt,89,102,97,94,99,100,94,105
Rac1 wt GTP bind,89,102,96,104,102,103,89,105
Rab2 wt GTP,98,97,100,99,98,100,92,104
Rac1 act GTP bind,92,99,91,100,97,96,93,100
Rab7 wt modul,104,102,107,102,98,98,90,99
Mcl1-Noxa inh,-4,7,18,25,4,5,nt,8
Mcl-1 Bim block,23,-3,-1,-6,-8,-2,0,2
Avidin bead fluor,10,9,9,4,3,9,12,12

4 structures from above, sorted by heavy-atom count, low to high.
19. COc1cccc(C(=O)Nc2cnn(C(C)C)c2)c1
18. O=C(CSc1ccccc1)Nc1cc(Cl)ccc1Oc1ccccc1
17. Cn1c(CCNC(=O)C2CCCCC2)nc2cc(NC(=O)c3cccs3)ccc21
23. Cc1ccc(-c2nnc(Nc3ccccc3)c3ccccc23)cc1S(=O)(=O)NCC1CCCO1 (configuration not stated)

compound no.,19,18,17,23
Pf gametocyte,-4,4,34,-19
HRas wt GTP,99,95,90,95
Mcl1-Bid inh,-20,-12,-2,-16
Cdc42 wt,97,102,89,94
Rac1 wt GTP bind,96,102,89,89
Rab2 wt GTP,100,97,98,92
Rac1 act GTP bind,91,99,92,93
Rab7 wt modul,107,102,104,90
Mcl1-Noxa inh,18,7,-4,nt
Mcl-1 Bim block,-1,-3,23,0
Avidin bead fluor,9,9,10,12

Continued.
25. Cc1ccc(NC(=O)Cc2nn(C)c(=O)c3ccccc23)cc1F
26. O=C(CSc1nnnn1C1CCCCC1)Nc1ccc(F)cc1
27. CCc1ccc(NC2=CC(=O)CC(c3ccco3)C2)cc1 (configuration not stated)
28. Cc1ccnc(NS(=O)(=O)c2ccc(NS(=O)(=O)Cc3ccccc3)cc2)n1
29. COc1ccccc1Nc1nc(N)nc(-c2cc3ccccc3o2)n1
30. COc1ccc(C(=O)c2cn[nH]c2-c2cc(Cl)ccc2O)cc1
31. CCc1ccccc1NC(=S)NC1CC2CCC(C1)N2Cc1ccc(F)cc1 (configuration not stated)
32. COc1cccc(CNC(=O)C2CCN(S(=O)(=O)c3cccc4cccnc34)CC2)c1

compound no.,25,26,27,28,29,30,31,32
Pf gametocyte,4,15,-34,-3,20,-21,-36,nt
HRas wt GTP,101,99,100,96,99,95,96,98
Mcl1-Bid inh,-8,-6,-12,12,4,-1,-66,0
Cdc42 wt,102,96,104,100,98,94,93,99
Rac1 wt GTP bind,105,100,107,101,101,92,94,97
Rab2 wt GTP,100,99,97,96,98,92,96,96
Rac1 act GTP bind,101,97,100,98,99,92,93,95
Rab7 wt modul,103,101,103,99,98,92,98,96
Mcl1-Noxa inh,9,-18,9,-1,29,9,2,7
Mcl-1 Bim block,-4,-2,0,-2,0,2,-3,-1
Avidin bead fluor,13,5,8,35,36,13,7,3

33. Cc1cc2oc(=O)cc(CN3CCN(S(=O)(=O)/C=C/c4ccccc4)CC3)c2cc1C
34. CS(=O)(=O)c1ccc2nc(NC(=O)c3cc4ccccc4o3)sc2c1
35. Cc1cc(NC(=O)CSc2nc3c(c(=O)n(C)c(=O)n3C)n2C(C)C)no1
36. COc1ccc(NC(=O)CSc2nc(N)c(-c3ccccc3)c(=O)[nH]2)cc1
37. CC(N)C12CC3CC(C1)CC(C(C)N)(C3)C2 (configuration not stated)
38. CC1CCCCN1C(=O)COc1ccccc1F (configuration not stated)
39. CC1=NN(c2ccccc2)C(=O)/C1=C\C=C1\N(C)c2ccccc2C1(C)C
40. CC(C)Oc1ccc(C(=O)Nc2nnc(SCC(=O)N3CCOCC3)s2)cc1

compound no.,33,34,35,36,37,38,39,40
Pf gametocyte,0,nt,4,10,nt,5,-9,nt
HRas wt GTP,102,101,100,99,101,95,100,99
Mcl1-Bid inh,-40,-10,-46,-8,4,-2,-66,12
Cdc42 wt,102,101,96,98,102,96,94,100
Rac1 wt GTP bind,105,98,101,103,100,97,105,101
Rab2 wt GTP,101,101,99,98,98,97,96,98
Rac1 act GTP bind,99,100,95,99,96,94,100,95
Rab7 wt modul,102,96,100,100,97,96,98,100
Mcl1-Noxa inh,5,-54,-1,6,12,4,6,9
Mcl-1 Bim block,-2,-2,-2,-2,-3,0,-4,-5
Avidin bead fluor,13,13,13,38,24,18,22,10

41. O=S(=O)(NCC1CC1)c1cccc(S(=O)(=O)N2CCCC2)c1
42. CC1CCN(Cc2nc(-c3ccccc3)no2)CC1
43. CSc1ccc(S(=O)(=O)NCc2ccccc2C)cc1
44. COc1cc(/C=C/c2cc(C(=O)O)c3ccccc3n2)cc(OC)c1O
45. CCOC(=O)c1ccccc1NC(=O)Cn1cnc2c(cnn2C(C)(C)C)c1=O
46. Cc1nn(-c2ccc(F)cc2)c(Cl)c1/C=N/NC(=O)c1cccs1
47. COc1ccc(CCN2C(=O)CC(NNC(=O)c3ccccc3Br)C2=O)cc1OC (configuration not stated)

compound no.,41,42,43,44,45,46,47
Pf gametocyte,nt,5,-14,nt,nt,11,10
HRas wt GTP,101,103,95,103,100,96,100
Mcl1-Bid inh,-13,15,-7,-1,-8,15,3
Cdc42 wt,104,98,101,101,101,99,101
Rac1 wt GTP bind,107,98,101,105,104,94,102
Rab2 wt GTP,101,100,97,102,100,95,99
Rac1 act GTP bind,100,96,96,98,100,95,100
Rab7 wt modul,99,102,97,109,101,99,99
Mcl1-Noxa inh,2,11,2,36,9,24,22
Mcl-1 Bim block,-5,0,-2,-1,0,-1,-4
Avidin bead fluor,30,20,13,10,25,6,17
